Source: PubChem BioAssay
TRPC6 inhibitor: blocks the mouse TRPC6 cation channel; Q61143; HEK293-TRPC6, membrane potential dye, ACh-evoked depolarization; active compounds read low; B-score at 10 µM; 310,000 tested, 1.1% active; AID 2553;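 active means B-score under library mean minus 3 SD, initial fluorescence not abnormally high, positive integrated signal ratio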;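 further: B-score derived from integrated fluorescence ratio over the kinetic read; more negative B-score means stronger inhibition of depolarization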
ANO1 activ: activates or potentiates the mouse TMEM16A chloride channel. Q8BHY3. HEK293 TMEM16A/YFP-H148Q/I152L, iodide quench fluorescence; active compounds read low. B-score at 10 µM. 340,000 tested, 0.3% active. AID 623877;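 active means fluorescence-ratio B-score plate-corrected deviation score at least 3 library SD below zero, with starting fluorescence score within 5 deviations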;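 further: channel opened by trigger with iodide after compound preincubation; score built on the fluorescence ratio of max minus min over baseline; more negative score means more quench and so TMEM16A activation or potentiation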
Target sequence (Q8BHY3 whole entry, looked up): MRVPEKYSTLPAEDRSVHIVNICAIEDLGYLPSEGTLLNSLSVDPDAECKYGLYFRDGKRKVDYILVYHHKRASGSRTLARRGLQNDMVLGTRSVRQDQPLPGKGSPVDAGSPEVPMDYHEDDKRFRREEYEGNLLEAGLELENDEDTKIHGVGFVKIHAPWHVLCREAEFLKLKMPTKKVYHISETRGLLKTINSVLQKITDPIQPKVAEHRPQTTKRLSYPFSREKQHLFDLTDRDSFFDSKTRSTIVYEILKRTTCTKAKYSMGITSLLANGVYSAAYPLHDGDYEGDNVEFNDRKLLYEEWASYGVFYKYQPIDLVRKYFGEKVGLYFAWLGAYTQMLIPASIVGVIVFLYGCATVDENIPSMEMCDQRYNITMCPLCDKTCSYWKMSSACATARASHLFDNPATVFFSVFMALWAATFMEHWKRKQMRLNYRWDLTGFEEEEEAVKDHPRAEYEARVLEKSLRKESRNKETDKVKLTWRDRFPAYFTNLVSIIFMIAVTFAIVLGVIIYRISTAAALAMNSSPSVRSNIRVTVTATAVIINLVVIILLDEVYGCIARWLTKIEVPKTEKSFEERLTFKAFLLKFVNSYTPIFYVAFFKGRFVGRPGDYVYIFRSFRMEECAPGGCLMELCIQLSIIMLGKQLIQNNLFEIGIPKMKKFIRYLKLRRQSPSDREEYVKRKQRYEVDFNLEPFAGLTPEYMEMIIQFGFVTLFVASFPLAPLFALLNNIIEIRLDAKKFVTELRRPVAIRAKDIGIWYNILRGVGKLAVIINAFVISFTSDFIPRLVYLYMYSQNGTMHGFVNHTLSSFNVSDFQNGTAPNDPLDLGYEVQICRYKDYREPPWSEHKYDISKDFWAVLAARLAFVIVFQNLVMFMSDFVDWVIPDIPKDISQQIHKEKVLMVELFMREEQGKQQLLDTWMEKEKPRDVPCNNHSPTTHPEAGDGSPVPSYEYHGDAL
TMEM16A inh: inhibitors of mouse TMEM16A calcium-activated chloride channel. Q8BHY3. HEK293 TMEM16A/YFP iodide influx fluorescence, ionomycin. AID 588511. normalized B-score (activity score, 25-100; higher = stronger inhibition) at 10 µM. 310,000 tested, 1.2% active;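 active means ratio plate-corrected score three or more library SD toward inhibition, starting fluorescence score within five deviations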;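 further: score derived from kinetic fluorescence span divided by baseline fluorescence per well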
MrgX1 agonist: human MrgX1 receptor agonism, primary screen; B-score at 10 µM; 310,000 tested, 0.44% active; MrgX1-HEK293 cells, Fluo-4 calcium fluorescence, agonist mode; active compounds read high;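 active means calcium response B-score plate-corrected fluorescence ratio at least 3 library SD, with starting fluorescence B-score inside 5 SD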
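Test system: HEK293 cells stably expressing human MrgX1 receptor; Input: fifteen thousand cells per well; Dosing: compound delivered in addition one of three; Schedule: overnight seeding, then 1 h dark dye loading; Technique: Fluo-4 NW calcium fluorescence; Measure: B-scored fluorescence response ratio; Controls: positive and negative controls per plate.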
TRPC4 block: TRPC4 (mouse) channel inhibition. Q9QUQ5. HEK293 TRPC4beta/mu-opioid, DAMGO-evoked Fluo4 calcium flux; active compounds read low. B-score at 10 µM. 300,000 tested, 0.39% active. AID 2247;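 active means B-score over 3 SD under the library average, no early fluorescence shift, positive overall ratio signal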
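Assay system: TRPC4beta/mu-opioid receptor HEK293 cell line; compound dosing: single concentration per test compound; detection: Fluo4 Ca2+ flux fluorescence; evaluation: per-well B score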
TRPC4 PAM: allosterically enhances the mouse TRPC4 cation channel. HEK293 TRPC4beta/mu-opioid, DAMGO EC20, Fluo-4 Ca2+ flux; active compounds read high. 310,000 tested, 0.42% active. AID 2227. Q9QUQ5. B-score at 10 µM;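 active means B-score of calcium response area above 5 SD of library B-scores, with initial fluorescence ratio within 5 SD of library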;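 further: B-score of integrated fluorescence ratio over time as area under calcium response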
TRPC4 agonist: opens the mouse TRPC4 cation channel; B-score at 10 µM; 310,000 tested, 0.49% active; HEK293 TRPC4beta/mu-opioid, Fluo4 calcium fluorescence; active compounds read high; Q9QUQ5;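 active means B-score above 5 SD of library B-scores, and initial fluorescence ratio not above library mean plus 5 SD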;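 further: positive B-score marks a calcium rise read as TRPC4 activation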
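Assay system: HEK293 cells stably co-expressing mouse TRPC4beta and mu-opioid receptor / Timing: Fluo4 dye loading 45 min at room temperature, 110 s recording / Signal: Fluo4 calcium-sensitive dye fluorescence, kinetic, 1 Hz baseline / Read-out: integrated baseline-normalised fluorescence ratio, converted to per-well B score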
MrgX1 antagonist: antagonists of human MrgX1 receptor | Q96LB2 | MRGX1-HEK293 calcium flux, Fluo-4, BAM8-22 antagonism; active compounds read low | B-score at 10 µM | 310,000 tested, 1.3% active | AID 588676;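 active means calcium-response B-score plate-corrected more than 3 library SD below zero, starting fluorescence within 5 deviations, no agonist response on first addition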;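 further: peak minus trough fluorescence over baseline after final BAM8-22 challenge near maximal dose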
RGS4 inh: inhibitors of human RGS4. P49798. HEK293 M3R/RGS4 inducible, Fluo-4 calcium flux; active compounds read high; triggered by carbachol at its EC20. B-score at 10 µM. 310,000 tested, 0.45% active;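 active means B-score, a plate-corrected calcium signal, over three deviations above library mean, with baseline fluorescence within five deviations of library mean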;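 further: RGS4 expression induced by doxycycline in cells with stable M3 receptor; B-score is computed from the integrated fluorescence ratio over baseline after carbachol; higher B-score means a larger calcium signal and so more RGS4 inhibition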
MrgX1 allo act: human MrgX1 positive allosteric modulation, primary screen; MrgX1-HEK293, Fluo-4 calcium flux, FDSS; active compounds read high; AID 588675; Q96LB2; B-score at 10 µM; 310,000 tested, 0.63% active;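 active means plate-corrected calcium response at least 3 library SD above typical, normal starting fluorescence, not activating the receptor alone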;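 further: compound read alongside a low EC10 to EC30 dose of BAM8-22 agonist; peak minus trough fluorescence over baseline measured at the second addition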
TRPC6 activator: mouse TRPC6 channel activation | Q61143 | HEK293-TRPC6 membrane potential dye fluorescence; active compounds read high | B-score at 10 µM | 310,000 tested, 0.13% active | AID 2550;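 active means B-score of the integrated fluorescence ratio above library mean plus 3 SD, and starting fluorescence ratio within library mean plus 5 SD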;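 further: higher score means more depolarization so channel activation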
An asterisk follows results filed as active; i = inactive; . = not tested or not shown. This is a random part of the collection. About 5.8% of those tested had a hit in this group.

SMILES | TRPC6 inhibitor | ANO1 activ | TMEM16A inh | MrgX1 agonist | TRPC4 block | TRPC4 PAM | TRPC4 agonist | MrgX1 antagonist | RGS4 inh | MrgX1 allo act | TRPC6 activator
O=C(Nc1cccc(C(F)(F)F)c1)/C(=C\c1ccco1)NC(=O)c1cccs1 | i | i | i | i | i | i | i | i | i | i | i
CCOC(=O)Cn1c(=O)oc2cc(S(=O)(=O)NCCc3ccc(OCC)c(OCC)c3)ccc21 | i | i | i | i | i | i | i | i | i | i | i
COc1ccc(-n2ncc3c2CC(C)(C)CC3NC(=O)c2c(C)cc(=O)oc2C)cc1 (stereo not given) | i | i | i | i | i | i | i | i | i | i | i
Nc1c(-c2ccccc2)c(CN2CCOCC2)nn1-c1ccccc1 | i | i | i | i | i | i | i | i | i | i | i
Cc1ccc(S(=O)(=O)N2CCC(C(=O)NC3CCCC3)CC2)cc1Cl | i | i | i | i | i | i | i | i | i | i | i
Cc1sc(-c2ccccn2)nc1OC(=O)c1ccc(F)cc1F | i | i | i | i | i | i | i | i | i | i | i
CC1CCCCC1NC(=O)CNC(=O)c1cccs1 (stereo not given) | i | i | i | i | i | i | i | i | i | i | i
C=CCNC(=O)c1ccc2c3n(nc2c1)-c1ccc(Cl)cc1CO3 | i | i | i | i | i | i | i | i | i | i | i
CCN(CCO)c1ncnc2onc(-c3ccc(F)cc3)c12 | i | i | i | i | i | i | i | i | i | i | i
COc1ccc(C2C(C(=O)N3CCC(C)CC3)c3ccccc3C(=O)N2C)cc1 (stereo not given) | i | i | i | i | i | i | i | i | i | i | i
COc1ccc(NC(=O)Cn2c(=O)sc3ccccc32)cc1 | i | i | i | i | i | i | i | i | i | i | i
C=CCOC(=O)C1=C[C@@H](c2ccc(C(F)(F)F)cc2)C[C@@H](OCCCCO)O1 | i | i | i | i | i | i | i | i | i | i | i
COc1ccc(OCCSc2nnnn2C2CCCCC2)cc1 | i | i | i | i | i | i | i | i | i | i | i
CC1CCN(S(=O)(=O)c2ccc3[nH]cc(C(=O)NCCN4CCOCC4)c(=O)c3c2)CC1 | i | i | i | i | i | i | i | i | i | i | i
COc1ccc(OC)c(C(=O)c2coc3ccc(O)c(CN(C)C)c23)c1 | i | i | i | i | i | i | i | i | i | i | i
CCOC(=O)C1=C(C)n2c(s/c(=C3\C(=O)Nc4ccccc43)c2=O)=NC1c1ccc(OC)cc1 (stereo not given) | i | i | i | i | i | i | i | i | i | i | i
COC(=O)C(=O)/C=C(\O)c1c(C)cc(C)cc1C | i | i | i | i | i | i | i | i | i | i | i
Cc1[nH]nc(N)c1N=Nc1ccc(Br)cc1 | -5.6* | . | i | i | i | i | i | i | 17* | i | i
O=C(O)c1ccc(N2CCN(c3ccc(Cl)cc3)CC2)c([N+](=O)[O-])c1 | i | i | i | i | i | i | i | i | 5* | i | i
Cc1cccc(N2C(=O)N3[C@H](c4ccc(F)cc4)[C@@H]4C(=O)N(C5CCCCC5)C(=O)[C@@H]4[C@]3(Cc3ccc(Cl)cc3)C2=O)c1 | i | i | i | i | i | i | i | i | i | i | i
COC1CC(C)NC(=S)N1 (stereo not given) | i | i | i | i | i | i | i | i | i | i | i
CCN1CCN(C(=O)Nc2ccccc2OC)CC1 | . | i | i | i | . | . | . | i | . | i | .
O=c1cc(CN2CCN(CCO)CC2)c2cc3c(cc2o1)CCC3 | i | i | i | i | i | i | i | i | i | i | i
O=Cc1ccccc1-n1cncn1 | i | i | i | i | i | i | i | i | i | i | i
CCC(c1nnnn1C1CCCC1)N1CCN(c2ccccc2)CC1 (stereo not given) | i | i | i | i | i | i | i | i | i | i | i
COc1cccc(C2=NOC(C(=O)Nc3cc(C)on3)C2)c1OC (stereo not given) | i | i | i | i | i | i | i | i | i | i | i
O=C(O)c1csc(Cc2ccccc2)n1 | i | i | i | i | i | i | i | i | i | i | i
CC1CC(C)CN(S(=O)(=O)c2ccc(C(C)(C)C)cc2)C1 (stereo not given) | i | i | i | i | i | i | i | i | i | i | i
CCOC(=O)C1=C(C)NC(=O)NC1c1c(OC)ccc2ccccc12 (stereo not given) | i | i | i | i | i | i | i | i | i | i | i
Cc1nc2c(c(=O)c3ccccc3n2C)c(=O)n1-c1ccc(F)cc1 | i | i | i | i | i | i | i | i | i | i | i
COc1cc(C=O)ccc1OC(=O)N1CCOCC1 | i | i | i | i | i | i | i | i | i | i | i
COc1ccccc1-c1nnc(SCC(=O)NC2CCS(=O)(=O)C2)n1CCc1ccccc1 (stereo not given) | i | i | i | i | i | i | i | i | i | i | i
Cc1ccc(NC(=O)NCCN2C(=O)C3C4C=CC(C4)C3C2=O)cc1 (stereo not given) | i | i | i | i | i | i | i | i | i | i | i
Cc1nn(C)c(C)c1S(=O)(=O)N(CC(=O)NC1CCCCCC1)c1ccc(C(C)C)cc1 | i | i | i | i | i | i | i | i | i | i | i
CCN(CC)c1ccc(/C=N/NC(=O)CNC(=O)/C=C/c2ccco2)cc1 | i | i | i | i | i | i | i | i | i | i | i
CN(C)S(=O)(=O)c1cccc(NC(=O)C2Cc3ccccc3CN2C(=O)c2ccccc2)c1 (stereo not given) | i | i | i | i | i | i | i | i | i | i | i
CCCC(=O)Nc1cccc2c1CCCC2 | i | i | i | i | i | i | i | i | i | i | i
COc1ccc(-c2ccc(OC)cc2)cc1 | i | i | i | i | i | i | i | i | i | i | i
Cc1c(N2C(=O)CS/C2=N\N=C\c2ccccc2O)c(=O)n(-c2ccccc2)n1C | i | i | i | i | i | i | i | i | i | i | i
O=C(CCN1CCOCC1)Nc1cc(C(=O)Nc2ccc(Cl)cc2)ccc1N1CC2CC(C1)c1cccc(=O)n1C2 (stereo not given) | i | i | i | i | i | i | i | i | i | i | i
COc1cccc2cc(C(=O)C3=C(O)C(=O)N(CCN4CCOCC4)C3c3ccc(C)o3)oc12 (stereo not given) | i | i | i | i | i | i | i | i | i | i | i
OCCNc1nnc(-c2ccccc2)c(-c2ccccc2)n1 | i | i | i | i | i | i | i | i | i | i | i
CN(C)S(=O)(=O)c1cccc(NC(=O)CC23CC4CC(CC(C4)C2)C3)c1 | i | i | i | i | i | i | i | i | i | i | i
O=C(NCCN1CCOCC1)c1cc2ccccc2o1 | i | i | i | i | i | i | i | i | i | i | i
Cc1nn(-c2cccc(C(=O)O)c2)c(C)c1Oc1ccccc1O | i | i | i | i | i | i | i | i | i | i | i
Cc1ccc(NC(=O)/C(=C/c2ccc([N+](=O)[O-])cc2)NC(=O)c2ccccc2)cc1 | i | i | i | i | i | i | i | i | i | i | i
Cc1cccc(CN2CCN(C(=S)Nc3ccccc3)CC2)c1 | i | i | i | i | i | i | i | -5* | i | i | i
CCOc1cccc(-c2nnc3n2N=C(c2cc(OC)ccc2OC)CS3)c1 | i | i | i | i | i | i | i | i | i | i | i
Cc1ccc2cc(C(c3nnnn3Cc3ccccc3)N3CCc4ccccc43)c(=O)[nH]c2c1 (stereo not given) | i | i | i | i | i | i | i | i | i | i | i
CC(C)(CNC(=S)NCCc1ccccc1)CNC(=S)NCCc1ccccc1 | i | i | . | . | i | i | i | . | i | . | i
NC(=O)c1csc(-c2ccncc2)n1 | i | i | i | i | i | i | i | -5.6* | i | i | i
CCCOC(=O)c1ccc(NC(=O)c2ccc(Br)o2)cc1 | i | i | i | i | i | i | i | i | i | i | i
CCOc1ccc(S(=O)(=O)N2CCOCC2)c2ccccc12 | i | i | i | i | i | i | i | i | i | i | i
Cc1ccc(C)c(S(=O)(=O)Nc2ccc3sc(C)nc3c2)c1 | i | i | i | i | i | i | i | i | i | i | i
COc1ccc2nc(NC(=O)CN3C(=O)NC4(CCCCC4)C3=O)sc2c1 | i | i | i | i | i | i | i | i | i | i | i
CCC(C)[C@H]1CN=C(N)N1CC1CCCCC1 (stereo not given in full) | i | . | i | i | i | i | i | i | i | i | i
Cc1ccc(S(=O)(=O)N2CCCN(C(=O)OC(C)(C)C)CC2)cc1 | i | i | i | i | i | i | i | i | i | i | i
CCOc1ccccc1CNn1nnnc1N | i | i | i | i | i | i | i | i | i | i | i
CC1(C)Cc2c(C#N)c(NC3CCCCC3)nc(-c3ccco3)c2CO1 | i | i | i | 29* | i | i | i | i | i | i | i
COc1ccc(-c2nnc(-c3cccnc3)o2)cc1 | i | i | i | i | i | i | i | i | i | i | i

(cont.)
SMILES | TRPC6 inhibitor | ANO1 activ | TMEM16A inh | MrgX1 agonist | TRPC4 block | TRPC4 PAM | TRPC4 agonist | MrgX1 antagonist | RGS4 inh | MrgX1 allo act | TRPC6 activator
Cc1ccc(NC(=O)CSc2nnc(C3CC3)n2CC2CCCO2)cc1C (stereo not given) | i | i | i | i | i | i | i | i | i | i | i
CC(c1ccccc1)N1C(=O)c2ccc(C(=O)Nc3ccccc3C(=O)O)cc2C1=O (stereo not given) | i | i | i | i | i | i | i | i | i | i | i
O=C(/N=C1/c2ccccc2CN1c1ccccc1)Nc1ccccc1 | i | i | i | i | i | i | i | i | i | i | i
C=CCNc1oc(/C=C/c2ccccc2)nc1C#N | i | i | i | i | i | i | i | i | i | i | i
O=C(NCc1ccco1)C1CCC(N2C(=O)C3C4CCC(C4)C3C2=O)CC1 (stereo not given) | i | i | i | i | i | i | i | i | i | i | i
COc1ccc(C(=O)Cn2nc(CNc3ccc(Br)cc3)[n+]3c2CCCCC3)cc1 | i | i | i | i | i | i | i | i | i | i | i
Cc1ccc(-c2nc3ncccc3o2)cc1NC(=O)C(C)(C)C | i | i | i | i | i | i | i | i | i | i | i
COC(=O)c1c(NC(=O)C2CC2)sc(C(=O)Nc2ccccc2)c1C | i | i | i | i | i | i | i | i | i | i | i
COc1ccccc1C(O)P(=O)(OC1CCCCC1)OC1CCCCC1 (stereo not given) | i | i | i | i | i | i | i | i | i | i | i
